# High-throughput results as filed in PubChem BioAssay.
# EP2 antag = human EP2 receptor antagonists, primary screen, TR-FRET cAMP, C6 glioma cells; C6 glioma cells expressing human EP2; cells stimulated with saturating PGE2; inhibition, % at 25 µM; Prostaglandin E2 receptor EP2 subtype (Homo sapiens), P43116; AID 1422, 2008; hit rate 0.52% among 260,000;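 active = percent inhibition above 40 after rounding to a whole number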;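 also: rat C6 glioma host cells with rolipram phosphodiesterase inhibitor present; the protocol text gives 20 µM as final concentration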
# NPY-Y1 PAM-ag = NPY-Y1 receptor potentiators or agonists, primary screen, cell-based; Neuropeptide Y receptor type 1 (Homo sapiens), P25929; NPY-Y1 expressing cells, potentiator/agonist activation; activation, % at 3.6 µM; hit rate 0.37% among 220,000; AID 1304, 2008; in the data active = activation above about 33%, passing the limit was not always enough;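 also: cells stimulated with NPY at EC10 then isoproterenol at EC100; 0% = low agonist plus stimulus and 100% = saturating agonist plus stimulus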
# Target sequence (P25929 whole entry, looked up): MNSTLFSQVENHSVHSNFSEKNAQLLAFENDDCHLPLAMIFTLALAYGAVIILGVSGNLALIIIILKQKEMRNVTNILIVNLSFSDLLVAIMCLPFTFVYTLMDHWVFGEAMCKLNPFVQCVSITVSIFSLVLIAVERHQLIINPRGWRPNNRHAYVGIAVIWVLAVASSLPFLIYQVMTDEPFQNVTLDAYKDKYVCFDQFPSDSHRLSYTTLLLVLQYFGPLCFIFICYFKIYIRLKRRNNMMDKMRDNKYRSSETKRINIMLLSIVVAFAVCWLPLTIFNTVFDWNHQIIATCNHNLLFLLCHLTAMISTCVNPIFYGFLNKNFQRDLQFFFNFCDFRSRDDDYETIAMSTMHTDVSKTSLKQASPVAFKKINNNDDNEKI
# NPY Y1 blocker = NPY-Y1 receptor antagonists, primary screen, cell-based | Neuropeptide Y receptor type 1 (Homo sapiens), P25929 | HEK293-CNG Y1 cells, membrane potential fluorescence; NPY at EC95, then isoproterenol | inhibition, % at 3.6 µM | hit rate 1% among 200,000 | AID 1040, 2008;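 active = inhibition above the campaign mean inhibition of all tested compounds plus 3 SD, cut at about 20% in these data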;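 also: 0% = DMSO wells given NPY plus isoproterenol and 100% = isoproterenol alone without NPY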
#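 Test system: HEK293 cells co-expressing NPY Y1 receptor and cyclic-nucleotide gated channel; Also added: NPY (25 nM), isoproterenol (1 µM), Ro 20-1724 (25 µM); Compound dosing: one concentration, 3.6 µM, in 0.4% DMSO; Timing: dye 3 h, compound 60 min room temperature, stimulation 45 min; Technique: Membrane-potential fluorescent dye readout.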
# S1P4 antagonist = S1P4 receptor antagonists, primary screen, cell-based; Sphingosine 1-phosphate receptor 4 (Homo sapiens), O95977; S1P4-expressing cells, antagonist mode, reporter read-out; inhibition, % at 4.98 µM; hit rate 0.26% among 220,000; AID 1510, 2009; in the data active = inhibition above about 29%;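 also: 0% = wells stimulated with agonist and 100% = vehicle wells without agonist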
# EP2 mod = EP2 receptor modulators, cAMP readout, primary screen, cell-based, HTRF cAMP, PGE2 stimulation. Prostaglandin E2 receptor EP2 subtype (Homo sapiens), P43116. EP2-expressing cells, cAMP HTRF FRET, PGE2 co-stimulation. induction, % at 25 µM. hit rate 0.83% among 260,000;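 active = compounds whose cAMP rise, as percent of the full-agonist control response, exceeds 60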;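 also: rat C6 glioma line stably carrying human EP2 under a CMV promoter; the protocol text gives 20 µM as final concentration; 100% = response of wells given 1 µM PGE2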
# S1P4 ag = S1P4 receptor agonists, primary screen, cell-based; Sphingosine 1-phosphate receptor 4 (Homo sapiens), O95977; S1P4-expressing cell line, agonist reporter assay; activation, % at 4.98 µM; hit rate 0.35% among 220,000; in the data active = activation above about 11%;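 also: 0% = DMSO vehicle and 100% = reference agonist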
# eIF4E 4G PPI = eIF4E–eIF4G protein interaction inhibitors, primary screen, biochemical, uHTS, TR-FRET, eIF4GI fragment. inhibition, % at 21.7 µM. TR-FRET eIF4E-eIF4GI(517-606) binding, 2 h. hit rate 0.37% among 220,000;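 active = inhibition above about 30%, limit read from the data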;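 also: 0% = full FRET control wells and 100% = background wells lacking eIF4GI fragment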
# p97 ATPase inh = inhibitors of human p97 ATPase, primary screen, biochemical; recombinant p97 ATPase, Kinase-Glo ATP luminescence, 3 h; hit rate 0.42% among 220,000; inhibition, % at 8 µM; in the data active = inhibition above about 15%;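 also: 0% = DMSO vehicle and 100% = wells lacking enzyme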
# NPY-Y2 PAM-ag = NPY-Y2 potentiators or agonists, primary screen, cell-based. activation, % at 3.6 µM. cells expressing NPY-Y2, potentiator/agonist read-out. Neuropeptide Y receptor type 2 (Homo sapiens), P49146. hit rate 0.45% among 220,000. AID 1359, 2008; in the data active = activation above about 27%;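 also: cells stimulated with NPY near EC25 plus isoproterenol at EC100; 0% = vehicle plus submaximal agonist and 100% = vehicle plus saturating agonist; some results beyond the cut were filed as inactive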
# Target sequence (P49146 whole entry, looked up): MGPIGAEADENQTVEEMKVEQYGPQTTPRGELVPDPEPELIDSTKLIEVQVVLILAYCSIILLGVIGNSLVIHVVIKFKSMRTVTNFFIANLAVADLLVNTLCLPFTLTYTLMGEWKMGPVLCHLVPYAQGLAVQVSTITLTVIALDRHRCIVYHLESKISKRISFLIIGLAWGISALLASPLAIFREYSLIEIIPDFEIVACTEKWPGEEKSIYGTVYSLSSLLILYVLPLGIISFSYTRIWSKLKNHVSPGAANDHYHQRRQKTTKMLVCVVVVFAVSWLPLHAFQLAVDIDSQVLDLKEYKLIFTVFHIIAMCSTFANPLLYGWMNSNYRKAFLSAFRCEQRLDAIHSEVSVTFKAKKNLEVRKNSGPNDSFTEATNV
# Numbers without * were called inactive; . = no result given; & = joins results of further samples; [ ] = dose if it differs, or a comment. This is a subset. The share of hits here may be higher or lower than overall.
no.	Molecule	EP2 antag	NPY-Y1 PAM-ag	NPY Y1 blocker	S1P4 antagonist	EP2 mod
1	CC(C)=NOC(=O)c1ccc(-c2ccccc2)cc1	5	-7	7	6	-13
2	CCOc1ccc2c(c1)/C(=C(\C(Cl)=C(Cl)Cl)[N+](=O)[O-])N2	5	-2	-6	-7	19
3	CC(C)n1c(C(=O)OCC(=O)NCc2ccc3c(c2)OCO3)cc2occc21	6	-23	5	5	-17
4	COCCCNC(=O)CN(c1ccc(Cl)c(Cl)c1)S(C)(=O)=O	.	-8	3	-3	-15
5	O=C(CSc1ccc(-c2ccco2)nn1)NC1CCCC1	18	5	2	-2	-6
6	CCCCOC(=O)C1[C@H]2C(=O)N(Cc3cccs3)C[C@]23C=C[C@H]1O3 (some centres not stated)	9	4	-4	-17	-4
7	Cc1ccc(NC(=O)CN2C(=O)/C(=C\c3cccs3)SC2=S)cc1	4	-22	-2	-10	10
8	COCCNc1ccc(N2C(=O)C3CCCCC3C2=O)cc1[N+](=O)[O-] (configuration not stated)	7	7	-4	-10	-17
9	COc1cccc(CC2(CO)CCCN(Cc3c(C)cc(C)cc3-n3cccn3)C2)c1 (configuration not stated)	11	-37	38*	18	12
10	COc1ccc(CCN(Cc2ccccn2)C(=S)Nc2ccccc2F)cc1OC	5	-7	10	-7	3

no.	S1P4 ag	eIF4E 4G PPI	p97 ATPase inh	NPY-Y2 PAM-ag
1	0.4	15	4	-6
2	0.3	3	0	6
3	1.4	-8	-8	-6
4	1.4	2	-1	0
5	0.6	1	6	6
6	1.2	7	-2	0
7	0.1	0[fluorescence artefact?]	5	8
8	-0.1	-2	-1	-18
9	1.6	-3	0	-39
10	-1.6	3	-3	-11

# (continued)
no.	Molecule	EP2 antag	NPY-Y1 PAM-ag	NPY Y1 blocker	S1P4 antagonist	EP2 mod
11	Cc1ccc(-n2[nH]c(C)c(C=Nc3ccc(Br)cn3)c2=O)cc1	8	-5	2	3	21
12	O=C(CSc1nc2ccccc2s1)Nc1cc(S(=O)(=O)N2CCOCC2)ccc1Cl	0	-25	1	-10	7
13	O=C(CCN1CCc2ccccc2CC1)c1ccc2c(c1)OCCO2	4	-20	8	6	-14
14	CCCNCc1cc(OCC)c(OCC(N)=O)cc1Br	14	5	3	-26	-5
15	CCOc1ccc(NC(=O)c2ccc(F)c(S(=O)(=O)N3CCN(c4ccccn4)CC3)c2)cc1	.	12	5	0	-24
16	CSc1cccc(NC(N)=S)c1	4	0	.	-10	-30
17	NC(=S)NNc1cccc2cccnc12	18	-6	3	-3	14
18	COc1ccc(OCC(=O)NNC(=O)c2ccccn2)cc1	12	-7	-1	-17	-24&28
19	COc1ccc(N(CC(=O)Nc2cccc(C(F)(F)F)c2)S(C)(=O)=O)cc1	9	25	1	-3	-67
20	CC(C)CN=Cc1c(O)c([N+](=O)[O-])cc2oc3c(c12)CCCC3	36	13	0	-13	46

no.	S1P4 ag	eIF4E 4G PPI	p97 ATPase inh	NPY-Y2 PAM-ag
11	-1.5	1	-20	6
12	1.1	0	-4	-5
13	-1.2	4	5	-9
14	-1.3	-1	2	17
15	1.6	2[fluorescence artefact?]	-7	3
16	1.6	-2	6	-12
17	-0.1	-4	16*	-12
18	-1.2	0	4	11
19	-2.3	-6	-1	7
20	1.8	4[fluorescence artefact?]	3	14

# The listing continues.
no.	Molecule	EP2 antag	NPY-Y1 PAM-ag	NPY Y1 blocker	S1P4 antagonist	EP2 mod
21	Cc1ccnn2cc3c(=O)n(C)c(=O)n(C)c3c12	.	18	8	-17	13
22	Cc1ccccc1NC(=O)c1ccc(-n2cncn2)nc1	6	-15	1	-17	11
23	COc1cccc(Nc2nnc(SCn3nnc4ccccc4c3=O)s2)c1	12	-21	10	-19	-26
24	O=C(Nc1ccncc1)c1cc2ccccc2o1	7	2	-5	-9	-8
25	CCOC(=O)N1CCC(n2c(SCC(=O)N3CCCC3)nc3ccccc3c2=O)CC1	4	-35	16	-19	12
26	O=C(Nc1ccc(Br)cc1F)c1ccncc1	15	1	-2	-6	-7
27	CCCOc1ccc(C2NC(=O)NC(c3ccccc3)=C2C(C)=O)cc1OCC (configuration not stated)	5	4	-1	-24	16
28	O=C(COC(=O)C1c2ccccc2Oc2ccccc21)Nc1ccc2c(c1)OCO2	14	-2	-1	11	-19
29	Cc1cccc(NC(=O)CSc2nnc(-c3ccco3)c(-c3ccco3)n2)c1	17&8	-8	-8	9	-5&35
30	COc1ccc2cc(S(=O)(=O)NCCCN3CCOCC3)ccc2c1	1	-9	6	-10	-15

no.	S1P4 ag	eIF4E 4G PPI	p97 ATPase inh	NPY-Y2 PAM-ag
21	-2.2	-18	1	10
22	-3.0	-9	1	-4
23	-2.7	7	-5	-22
24	0.5	7	0	3
25	1.9	-3	-2	-5
26	2.1	0	3	7
27	2.6	7	0	3
28	-1.3	-4[fluorescence artefact?]	8	7
29	-1.4	11	6	-4
30	0.0	0	1	-19

# Entries listed so far shown as hits in p97 ATPase inh:
No. | structure | NPY-Y1 PAM-ag | NPY Y1 blocker | S1P4 antagonist | EP2 mod | S1P4 ag | eIF4E 4G PPI | p97 ATPase inh | NPY-Y2 PAM-ag
17 | NC(=S)NNc1cccc2cccnc12 | -6 | 3 | -3 | 14 | -0.1 | -4 | 16* | -12

# Remaining list, next part
no.	Molecule	EP2 antag	NPY-Y1 PAM-ag	NPY Y1 blocker	S1P4 antagonist	EP2 mod
31	CCCc1c(NC(=O)Nc2ccc(F)cc2)cnn1-c1ccc(Cl)cc1	6	2	.	9	-56
32	Cc1ccc(O)c(CC(C)C)n1	14	-20	-12	-18	22
33	CCOc1cc(-c2c(C)c(CC)nc(N)c2C#N)ccc1O	8	1	3	-5	-20
34	CCOCCCNC(=S)Nc1cc(OCC)c(NC(=O)c2ccco2)cc1OCC	15&12	-7	4	-2	-5&11
35	COc1ccc(N2CSC3=C(C#N)C(c4cc(OC)c(OC)cc4OC)CC(=O)N3C2)c(OC)c1 (configuration not stated)	11	-9	0	1	-18
36	CCN(CC(=O)Nc1cc(OC)ccc1OC)Cc1nc2ccccc2c(=O)[nH]1	9	-1	-3	2	3
37	CCCn1c(=O)c2ccccc2n2c(Sc3nnnn3-c3ccccc3)nnc12	12	1	7	-12	2
38	COc1cc2c(cc1OC)CN(Cc1ccc(C)s1)CC2	4	-13	10	6	11
39	COC(=O)c1ccc2c(c1)C(=O)/C(=C/c1ccc(C)cc1)O2	9	1	0	-23	28
40	Cc1cc(C)c2nc(NC(=O)[C@@H](NC(=O)c3cccc(S(=O)(=O)N4CCOCC4)c3)C(C)C)sc2c1	7	-22	2	4	9

no.	S1P4 ag	eIF4E 4G PPI	p97 ATPase inh	NPY-Y2 PAM-ag
31	1.2	8	-3	-14
32	-0.8	-7	6	-3
33	1.8	9[fluorescence artefact?]	0	0
34	1.2	-3	4	-8
35	-4.0	2[fluorescence artefact?]	-2	-15
36	-1.9	3	3	-15
37	0.2	-3	3	-12
38	3.6	-3	-4	-21
39	13*	7	3	16
40	-1.6	-6	0	-1

# (more compounds)
no.	Molecule	EP2 antag	NPY-Y1 PAM-ag	NPY Y1 blocker	S1P4 antagonist	EP2 mod
41	O=C(/C=N/O)NCCCN1CCCCCC1	5	-4	3	-8	12
42	N=c1c(C(=O)NCc2ccco2)cc2c(=O)n3ccccc3nc2n1CCc1ccccc1	13	-5	7	-8	-7
43	Cn1cccc1Cc1nnc(SCC(=O)N2CCOCC2)n1CCc1ccccc1	8	-7	0	-6	28
44	CCOC(=O)c1cc(C(C)C)sc1NC(=O)COC(=O)CCS(=O)(=O)c1ccccc1	9	9	-4	-10	52
45	O=C(Nc1cccc(C(=O)O)c1)/C(=C\c1ccc2c(c1)OCO2)NC(=O)c1ccc(Br)cc1	8	-23	2	-13	19
46	Cn1c2c(c(=O)[nH]c1=O)C(c1ccc(O)cc1)C1=C(N2)c2ccccc2C1=O (configuration not stated)	7	-7	-3	2	-19
47	O=C(CN1CCSCC1)N/N=C/c1ccc(F)cc1F	11	-11	-3	-15	-3
48	O=c1oc2c(Cl)cc(Cl)cc2cc1-c1nnc(Nc2ccccc2F)s1	.	14	5	-6	-10
49	C=CCn1c(C(C)NC(=O)C(C)(C)C)nc2ccccc21 (configuration not stated)	9	4	2	-3	0
50	COc1ccc(OC)c(-n2c(-c3cccc(S(=O)(=O)N(C)C)c3)n[nH]c2=S)c1	12	-7	-3	-5	3

no.	S1P4 ag	eIF4E 4G PPI	p97 ATPase inh	NPY-Y2 PAM-ag
41	2.1	5	6	4
42	0.9	2[fluorescence artefact?]	-4	-17
43	-1.3	-4	3	8
44	-0.8	-1	-6	-8
45	-1.3	3	-1	-8
46	-0.2	-1	6	0
47	0.5	4	3	2
48	-1.2	-18[fluorescence artefact?]	1	8
49	1.5	-3	5	1
50	-0.6	1	-4	-13

# Record cards, as listed above. Order of screens: EP2 antag, NPY-Y1 PAM-ag, NPY Y1 blocker, S1P4 antagonist, EP2 mod, S1P4 ag, eIF4E 4G PPI, p97 ATPase inh, NPY-Y2 PAM-ag
# `Cn1c2c(c(=O)[nH]c1=O)C(c1ccc(O)cc1)C1=C(N2)c2ccccc2C1=O` (configuration not stated) is entered as 7, -7, -3, 2, -19, -0.2, -1, 6, 0
# `C=CCn1c(C(C)NC(=O)C(C)(C)C)nc2ccccc21` (configuration not stated) is entered as 9, 4, 2, -3, 0, 1.5, -3, 5, 1

# Next part:
no.	Molecule	EP2 antag	NPY-Y1 PAM-ag	NPY Y1 blocker	S1P4 antagonist	EP2 mod
51	Cc1ccc(S(=O)(=O)N2CCCC(C(=O)NCC(C)C)C2)cc1 (configuration not stated)	10	-5	0	-23	-14
52	COC(=O)c1ccc(CN2CCN(C3CCCC3)C(CCO)C2)cc1 (configuration not stated)	3	5	6	4	-6
53	O=C(Cc1cccs1)N/N=C/C(Cl)=C/c1ccccc1	7	4	-1	-6	-46
54	c1cc2nnnn2nc1N1CCCCC1	8	-1	-7	-12	32
55	CCOc1ccc(C(=O)NC2CCN(C(=S)NCc3ccco3)CC2)cc1	0	29	0	-36	-3
56	COC(=O)[C@H]1C[C@@H]1[C@H](NC(=O)c1cnccn1)c1ccccc1	8	23	2	-4	33
57	O=[N+]([O-])c1ccc2[nH]c3c(c2c1)CCCC3	2	11	-7	6	-19
58	C=CCn1c(SCc2csc(C)n2)nc2sc3c(c2c1=O)CCCC3	.	-9	2	13	17
59	O=C(Cn1c(NCCCO)nc2ccccc21)c1cccc(Br)c1	15	9	4	0	-2
60	O=C(CC1CCCCC1)c1c(O)c2ccccc2oc1=O	0	-11	3	-24	14

no.	S1P4 ag	eIF4E 4G PPI	p97 ATPase inh	NPY-Y2 PAM-ag
51	2.8	-1	-3	-8
52	-0.6	1	2	-26
53	0.8	-1	1	-1
54	3.5	0	-2	1
55	-2.2	8	4	17
56	1.5	0	8	84*
57	15*	6	1	5
58	-2.1	-4	8	-17
59	1.8	1[fluorescence artefact?]	2	-2
60	0.9	-4	3	-12
